Autofluor Jurkat – counter-screen for VLA-4 integrin: compound autofluorescence in Jurkat cells; AID 576; flow cytometry; active compounds read high; 1 = vehicle-only cell background; actives 0.61% (n = 24,000); fluorescence ratio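 (tested at 10 µM compound in the well)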;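 active means fluorescence ratio above 2.44, which is 1 plus 3 SD of all ratios; inconclusive means signal too bright to measure linearly, ratio around 10 or more; inactive means fluorescence ratio below 2.44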;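 further: green fluorescence of cells measured with 488 nm excitation and 530 nm emission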
VLA-4 allo ag – allosterically activates the human VLA-4 integrin | activation, % at 10 µM (by protocol) | AID 528 | P13612 | 24,000 tested, under 10 active | Jurkat cells, LDV-FITC binding, flow cytometry;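 active means fluorescent ligand binding to cells raised by more than 40% of the manganese-induced maximum; inconclusive means compound's own fluorescence above 85% of the ligand control signal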;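 further: 0% = ligand binding without compound and 100% = manganese-stimulated maximal binding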
Target sequence (P13612 whole entry, looked up): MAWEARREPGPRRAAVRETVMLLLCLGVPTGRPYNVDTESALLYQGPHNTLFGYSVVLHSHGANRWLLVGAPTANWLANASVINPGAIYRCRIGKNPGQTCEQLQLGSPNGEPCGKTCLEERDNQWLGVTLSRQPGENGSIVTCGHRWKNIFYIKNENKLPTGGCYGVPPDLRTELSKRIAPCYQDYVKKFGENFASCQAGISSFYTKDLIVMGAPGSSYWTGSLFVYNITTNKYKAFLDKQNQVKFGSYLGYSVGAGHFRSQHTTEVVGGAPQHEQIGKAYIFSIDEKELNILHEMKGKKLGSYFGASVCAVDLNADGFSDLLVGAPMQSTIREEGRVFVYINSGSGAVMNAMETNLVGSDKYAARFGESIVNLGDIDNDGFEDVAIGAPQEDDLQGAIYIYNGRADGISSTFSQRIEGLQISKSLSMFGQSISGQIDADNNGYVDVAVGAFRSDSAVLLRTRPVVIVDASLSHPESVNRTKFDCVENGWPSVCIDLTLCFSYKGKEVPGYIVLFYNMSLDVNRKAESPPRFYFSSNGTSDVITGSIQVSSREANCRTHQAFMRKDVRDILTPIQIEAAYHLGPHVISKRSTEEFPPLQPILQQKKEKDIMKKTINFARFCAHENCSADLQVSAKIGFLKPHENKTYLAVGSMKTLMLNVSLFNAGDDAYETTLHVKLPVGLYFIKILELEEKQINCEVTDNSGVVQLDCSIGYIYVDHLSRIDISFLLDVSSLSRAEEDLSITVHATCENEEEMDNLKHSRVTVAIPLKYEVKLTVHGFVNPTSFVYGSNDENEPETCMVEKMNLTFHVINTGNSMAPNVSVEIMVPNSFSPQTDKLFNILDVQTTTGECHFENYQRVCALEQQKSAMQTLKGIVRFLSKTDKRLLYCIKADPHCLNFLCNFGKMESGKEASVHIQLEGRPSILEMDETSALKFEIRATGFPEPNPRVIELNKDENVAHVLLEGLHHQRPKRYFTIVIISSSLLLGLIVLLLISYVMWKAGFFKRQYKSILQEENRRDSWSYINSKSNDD
Prostate diff – promotes differentiation of LNCaP prostate cells; actives 0.56% (n = 24,000); AID 795; side scatter shift, % at 10 µM; flow cytometry side scatter, 4 d;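 active means side scatter shift above 30%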;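 further: androgen-responsive LNCaP prostate cancer cells in charcoal-stripped serum medium; percent of cells past a gate set so DMSO wells show 10% shift; higher shift means more granular cells and more differentiation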
VLA-4 antagonist – inhibition of LDV-FITC ligand binding to human VLA-4 integrin; P13612; Jurkat cells, LDV-FITC binding with Mn2+, flow cytometry; 100% = Mn2+-driven binding gain fully reversed; inhibition, % at 10 µM (by protocol); actives 0.2% (n = 24,000);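 active means inhibition above 50%; inconclusive means compound itself fluorescent, judged against control cell fluorescence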;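 further: 0% = Mn2+ stimulated cells lacking compound and 100% = ligand binding without Mn2+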
* = called active by the depositor; ? = inconclusive; · = not tested or not shown. Not all compounds are listed, so the mix of outcomes need not match the whole.

SMILES	Autofluor Jurkat	VLA-4 allo ag	Prostate diff	VLA-4 antagonist
Cc1ccc(S(=O)(=O)N2CCN(C(=O)CSC3CCCC3)CC2)c(C)c1	0.97	0	19	4
Cn1c(-c2ccccc2)cc(=O)c2ccccc21	1	-2	5	-18
CCOc1ccc2nc(N3CCC(C(=O)N4CCN(c5ncccn5)CC4)CC3)sc2c1	1.1	-7	11	11
CC(C)NC(=O)c1ccc2c(c1)nnn2C	1	0	3	-20
O=C1CSc2ccccc2N1Cc1ccccc1F	1.2	?	17	?
CC1(C)Cc2c(C#N)c(NC3CCCCC3)nc(-c3ccco3)c2CO1	2.3	?	12	?
Cc1onc(-c2ccccc2)c1C(=O)N[C@@H]1C(=O)N2[C@@H]1SC(C)(C)[C@@H]2C(=O)O	0.99	0	3	-10
COCCCN(C(=O)Nc1ccc(C)c(C)c1)C(C)c1ccccn1 (stereo unspecified)	1	-5	6	12
CCOc1ccc(N(CCC#N)S(=O)(=O)c2ccc(OC)cc2)cc1	1.1	?	2	?
CC(C(=O)Nc1ccccc1-c1ccccc1)N1CCOCC1 (stereo unspecified)	1	2	18	-8
COc1ccc(CCNC(=O)C2(C)CCC(=O)N2CCC(C)C)cc1OC (stereo unspecified)	1.1	3	10	-8
O=c1c2ccccc2[nH]c(=S)n1C1CCCCC1	1.1	?	21	?
CCOC(=O)N1CCN(C(=O)CCc2ccc(S(=O)(=O)NCCc3ccccc3)cc2)CC1	1	-5	3	-3
Brc1ccc2[nH]ncc2c1	1	7	8	-6
CCc1ccc(CN(C)CCc2ccccn2)cc1	1.1	0	19	-6
CCn1c(=NC(=O)c2ccc(S(=O)(=O)N3CCOCC3)cc2)sc2cccc(OC)c21	1.1	-16	15	37
CCOC(=O)Cn1c(=O)oc2cc(S(=O)(=O)NCc3cccs3)ccc21	1.4	?	9	?
CC(C)(C)c1n[nH]c(=S)n(N)c1=O	1	4	7	-1
COc1ccc(NC(=O)CSc2nccn2-c2ccccc2)cc1	1.1	-1	5	17
O=C(C1CC1)N(Cc1ccco1)c1nc(-c2ccccc2)cs1	1.1	-12	2	2
CCCCOC(=O)NCN1C(=O)C2C3C=CC(C3)C2C1=O (stereo unspecified)	1	2	11	-15
Cc1cccc(C)c1NC(=O)C1(NC(=O)c2cnccn2)CCCCC1	1	2	11	-5
O=C(Cc1cccs1)N(c1ccccc1)C1C=CS(=O)(=O)C1 (stereo unspecified)	1.1	1	13	1
CC(NC(=O)CC1Nc2ccccc2NC1=O)c1ccccc1 (stereo unspecified)	1.2	3	9	-8
COCCn1c(CN2CCN(c3ccccc3F)CC2)nc2c1c(=O)n(C)c(=O)n2C	1	3	9	-6
Cc1nc2sc(C(c3cccs3)N3CCC(C(N)=O)CC3)c(O)n2n1 (stereo unspecified)	0.99	0	0	-14
CCOC(=O)Cn1c(=O)oc2cc(S(=O)(=O)NCCc3ccc(OCC)c(OCC)c3)ccc21	1.3	?	9	?
COc1ccc(C(=O)Nc2ccc(S(=O)(=O)Nc3onc(C)c3C)cc2)cc1	1	?	4	?
COc1ccc(N2CCN(C(=O)CN=C3NS(=O)(=O)C(c4ccc(C)cc4)=C3C)CC2)cc1	1.1	-5	7	20
CC(C(=O)N1c2ccc(F)cc2CCC1C)N1C(=O)c2ccccc2C1=O (stereo unspecified)	1	-8	12	-25
Cc1ccc(CCN2CC(C(=O)NCc3cccnc3)CC2=O)cc1 (stereo unspecified)	1	0	7	-14
O=C(CCNS(=O)(=O)c1cccs1)N1CCCCCC1	1	8	2	-13
Cc1cc(C)n(-c2nc3ccccc3nc2Nc2ccc3c(c2)OCO3)n1	1.5	?	21	?
CC(C)OC(=O)CSc1nnnn1-c1ccc2c(c1)OCCO2	0.95	-6	7	2
O=C(CN1CCOc2ccccc21)NC1CC1	0.99	5	4	-12
CCCCn1c(SCC(=O)N2CCN(c3ccccc3)CC2)nc2ccsc2c1=O	1.1	-12	8	17
O=C(O)c1cc(S(=O)(=O)N2CCCCC2)ccc1F	1.1	?	4	?
O=C(c1cc(-c2ccco2)on1)N1CCc2ccccc2C1	1.1	4	6	5
CCOc1ccc(NC(=O)CCN2CCN(c3ccccc3OC)CC2)cc1	0.89	-6	3	-9
CCn1cc(C(=O)NCCCN2CC(C)CC(C)C2)c(=O)c2cc(S(=O)(=O)N(C)C)ccc21 (stereo unspecified)	1.1	-1	3	-8
CCCOc1ccccc1C1CC(=O)Nc2cc3c(cc21)OCCO3 (stereo unspecified)	1	6	13	-2
CCOC(=O)N1CCN(CC(O)c2ccc3cc[nH]c3c2)CC1 (stereo unspecified)	1	3	7	8
CCCN1Cc2cccc(C(=O)Nc3ccc4c(c3)OCCO4)c2C1=O	1.2	-4	5	-10
Cc1cccc(OCC(=O)N2CCN(C(=O)Cc3ccccc3)CC2)c1	1.1	3	18	-10
CC(C)C(O)P(=O)(OCc1ccccc1)c1ccc(N(C)C)cc1 (stereo unspecified)	0.96	-2	2	-4
CCN(CC)CCCNC(=O)c1cc(-c2ccc(Cl)cc2)on1	1.1	1	12	2
CCOC(=O)N1CCN(S(=O)(=O)c2cccc3nonc23)CC1	0.98	1	10	3
CC(=O)Nc1ccc(-c2cn3cccnc3n2)cc1	1.1	0	10	-21

Molecules from the list above that have a cyano group:
SMILES	Autofluor Jurkat	VLA-4 allo ag	Prostate diff	VLA-4 antagonist
CC1(C)Cc2c(C#N)c(NC3CCCCC3)nc(-c3ccco3)c2CO1	2.3	?	12	?
CCOc1ccc(N(CCC#N)S(=O)(=O)c2ccc(OC)cc2)cc1	1.1	?	2	?

Carrying on:
SMILES	Autofluor Jurkat	VLA-4 allo ag	Prostate diff	VLA-4 antagonist
Cc1nc2ncnn2c(C)c1CCC(=O)N1CCc2ccccc2C1	0.92	0	4	6
COc1ccc(CCNC(=O)CSc2nncn2N)cc1OC	0.97	0	3	-12
COc1ccc(C(C)NC(=O)c2ccoc2C)cc1OC (stereo unspecified)	1	2	6	-12
Cc1nc2ncnn2c(C)c1CCC(=O)NC(C)c1ccc2c(c1)OCCO2 (stereo unspecified)	1.1	0	5	-5
CCOC(=O)CSC1=C(C#N)C(c2sccc2C)CC(=O)N1 (stereo unspecified)	0.96	4	10	-16
Cc1cccc(OCC(=O)NCc2ccncc2)c1C	1.1	-3	3	-10
COc1ccc(C(=O)NCc2nnc(SCC(=O)NCc3ccc(F)cc3)o2)cc1	0.99	-2	4	5
COc1ccc(C(=O)Nc2ccc(C)cn2)c(OC)c1	0.95	9	18	-18
CC(NC(=O)C(C)(C)C)c1nc2ccccc2n1C (stereo unspecified)	1	-2	8	2
CN1CCN(CCCNC(=O)CCCOc2cc(=O)n(C)c3ccccc23)CC1	1.1	3	4	7
COc1ccc(CCNC(=O)c2ccc(CNc3c(N4CCOCC4)c(=O)c3=O)cc2)cc1OC	0.99	-2	8	10
C[C@@H]1CCC[C@H](C)N1NC(=O)c1ccc(Cl)c(S(N)(=O)=O)c1	1.1	3	3	-29
Cc1cc(=O)oc(C)c1C(=O)O	0.99	2	3	-17
CCCC(=O)Nc1ccccc1-c1nnc(SC)[nH]c1=O	0.97	0	2	4
Cn1c(C(=O)N2CCN(c3ccc(Cl)cc3)CC2)cc2c(=O)[nH]c3ccccc3c21	1.4	?	7	?
COc1ccc(CNc2oc(-c3cccc4ccccc34)nc2C#N)cc1	1.1	-2	9	2
CN(Cc1ccccc1)c1oc(COc2ccccc2F)nc1C#N	1	5	7	-6
CCOC(=O)N1CCC(NC(=O)Cn2nc(-c3ccccc3)ccc2=O)CC1	0.88	10	10	-28
CCOC(=O)C(C(C)=O)C(c1ccc(OC)cc1)C(C(C)=O)C(=O)OCC (stereo unspecified)	1	-2	10	-29
Cc1ccc(CNS(=O)(=O)c2ccc3oc(C(=O)O)c(C)c3c2)cc1	1.1	0	0	-31
Cc1cc(C)c2c(n1)nn1c(N3CCOCC3)cc(C)nc21	1.1	-2	18	-14
CCn1c(C(=O)NC(C)c2ccc3c(c2)OCCO3)cc2sccc21 (stereo unspecified)	1.1	-13	17	24
COc1ccc(-c2ccc(-c3noc(-c4cccs4)n3)c(OC)n2)cc1	1.3	13	21	-23
O=C(Cn1c(=O)[nH]c2ccsc2c1=O)NC1CCCCCC1	0.99	0	17	-12

Of the compounds above, two contain a tert-butyl group.
SMILES	Autofluor Jurkat	VLA-4 allo ag	Prostate diff	VLA-4 antagonist
CC(C)(C)c1n[nH]c(=S)n(N)c1=O	1	4	7	-1
CC(NC(=O)C(C)(C)C)c1nc2ccccc2n1C (stereo unspecified)	1	-2	8	2

(list continues)
SMILES	Autofluor Jurkat	VLA-4 allo ag	Prostate diff	VLA-4 antagonist
COc1cc(C2CC(=O)N3CN(Cc4ccco4)CSC3=C2C#N)ccc1OCc1ccccc1 (stereo unspecified)	1.3	?	11	?
O=S(=O)(NCc1csc(-c2cccnc2)n1)c1ccc2c(c1)OCCO2	0.99	3	3	-3
CN1C(=O)c2oc3ccccc3c(=O)c2C1c1ccccn1 (stereo unspecified)	0.99	6	8	-6
Fc1ccc(Br)cc1C1C=C(c2cccnc2)Nc2ncnn21 (stereo unspecified)	1.1	-5	10	-21
O=C(CN(Cc1cccs1)C(=O)CNS(=O)(=O)c1ccccc1)NCc1ccco1	1	2	7	-22
CCn1ccc(C(=O)Nc2ccc(N(C)C(C)=O)cc2)n1	1.1	5	18	-5
Cc1ccc(-c2noc(CN3C(C)CCCC3C)n2)cc1 (stereo unspecified)	1	4	2	-25
O/N=C1\CCCCc2ccccc21	1	-16	7	7
CCCn1c(N2CCN(CC(=O)NCc3cccs3)CC2)nc2ccccc21	1	12	7	-13
Cc1ccc(-c2nc3s/c(=C\c4ccco4)c(=O)n3n2)cc1	1.2	?	11	?
COc1ccc(NC(=O)CN2CCCCC2)cc1	1.2	-5	3	-16
CC1CCCCN1CCNC(=O)Cn1nc(-c2ccccc2)ccc1=O (stereo unspecified)	1.1	-3	1	0
Cc1nonc1NC(=O)OCCN1CCOC1=O	1	-8	3	-12
CCC(=O)N1CCc2cc(S(=O)(=O)N(CC)c3cccc(C)c3)ccc21	0.96	-5	6	11
CCSc1nc2c(c(=O)[nH]1)C(c1ccccn1)C1=C(CC(C)(C)CC1=O)N2 (stereo unspecified)	0.98	5	5	-16
COP(C)(=O)c1c(C)nn(-c2ccccc2)c1C (stereo unspecified)	0.94	6	5	-26
CCc1ccc(NC(=O)C2CC(=O)N(C(C)C)C2)cc1 (stereo unspecified)	0.94	2	5	-12
O=C(NC1c2ccccc2-c2ccccc21)c1ccco1	1.1	-7	7	24
COC(=O)Cn1c2ccccc2c2nc(C)sc21	0.99	2	12	-22
Cn1c(=O)cc(NCCc2ccccc2)[nH]c1=O	1	8	2	-32
COc1ccc(C2=NOC(C(=O)NCCCN3CCOCC3)C2)cc1 (stereo unspecified)	1	2	11	14
COc1ccc(OC)c(NC(=O)CN2C(=O)C3(OCCCO3)c3ccccc32)c1	0.93	10	8	-8
CCOC(=O)CSc1nnc(-c2nnc(SCC(=O)OCC)n2CC)n1CC	1	2	10	11
COCc1cc(C)c(C#N)c(=S)[nH]1	1.2	?	9	?

Structures above that have bromine, in the order listed:
SMILES	Autofluor Jurkat	VLA-4 allo ag	Prostate diff	VLA-4 antagonist
Brc1ccc2[nH]ncc2c1	1	7	8	-6
Fc1ccc(Br)cc1C1C=C(c2cccnc2)Nc2ncnn21 (stereo unspecified)	1.1	-5	10	-21

Remaining list, next part:
SMILES	Autofluor Jurkat	VLA-4 allo ag	Prostate diff	VLA-4 antagonist
CCOC(=O)c1c(C)[nH]c(C(=O)COC(=O)C2CC2C)c1C (stereo unspecified)	1.1	9	·	-19
O=C(NCCN1CCN(c2ccccc2)CC1)C1CCN(S(=O)(=O)c2cccs2)CC1	1.1	-6	15	-10
CCCS(=O)(=O)N1CCC(C(=O)NCCc2ccccc2)CC1	1.2	-3	13	?
COc1cc(NC(=O)Cn2ncc3c2-c2ccccc2OC3)cc(OC)c1OC	1	3	4	-17
O=C(Cn1cnc2c(nnn2-c2ccc(F)cc2)c1=O)N1CCCC1	1.2	1	5	15

A draw from above in order of molar mass, ascending:
SMILES	Autofluor Jurkat	VLA-4 allo ag	Prostate diff	VLA-4 antagonist
CCOC(=O)c1c(C)[nH]c(C(=O)COC(=O)C2CC2C)c1C (stereo unspecified)	1.1	9	·	-19
CCCS(=O)(=O)N1CCC(C(=O)NCCc2ccccc2)CC1	1.2	-3	13	?
O=C(NCCN1CCN(c2ccccc2)CC1)C1CCN(S(=O)(=O)c2cccs2)CC1	1.1	-6	15	-10

High-throughput results (PubChem BioAssay)
